VHR inh abs = blocks human VHR1 dual specificity phosphatase; P51452; recombinant VHR phosphatase, pNPP absorbance; inhibition, % at 13.3 µM; hit rate 0.52% among 290,000; in the data active means inhibition above about 50%; further: some compounds called inactive have numbers as strong as hits
Target sequence (P51452 whole entry, looked up): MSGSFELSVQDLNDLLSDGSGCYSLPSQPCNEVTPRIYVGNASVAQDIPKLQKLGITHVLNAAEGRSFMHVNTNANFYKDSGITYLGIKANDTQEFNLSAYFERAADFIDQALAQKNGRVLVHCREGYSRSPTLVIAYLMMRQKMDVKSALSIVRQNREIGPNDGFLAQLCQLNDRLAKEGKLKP
SARS 3CLpro inh = SARS-CoV 3CLpro protease inhibition. P0C6X7. recombinant SARS-CoV 3CLpro, quenched FRET peptide cleavage. inhibition, % at 6 µM. hit rate 0.14% among 290,000. AID 1706; in the data active means inhibition above about 12%
PriA SSB inh = K. pneumoniae PriA-SSBct interaction inhibition. AlphaScreen SSBct-PriA binding, biotinylated peptide. inhibition, % at 33 µM. hit rate 0.6% among 430,000. AID 1272365; in the data active means inhibition mostly above about 37%, no sharp cut-off; inactive means mostly below about 20%;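 further: plate controls were negative control peptide for no effect and reference peptide for full effect; strong numbers were not always called active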
Rv3671c protease = Rv3671c (M. tuberculosis) protease inhibition; P9WHR9; inhibition, % at 5.96 µM; hit rate 0.048% among 320,000; AID 2606; in the data active means inhibition above about 38%;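 further: extracellular domain of Rv3671c used as enzyme; 0% = enzyme with DMSO and 100% = no enzyme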
Target sequence (P9WHR9 whole entry, looked up, the tested form may be a part): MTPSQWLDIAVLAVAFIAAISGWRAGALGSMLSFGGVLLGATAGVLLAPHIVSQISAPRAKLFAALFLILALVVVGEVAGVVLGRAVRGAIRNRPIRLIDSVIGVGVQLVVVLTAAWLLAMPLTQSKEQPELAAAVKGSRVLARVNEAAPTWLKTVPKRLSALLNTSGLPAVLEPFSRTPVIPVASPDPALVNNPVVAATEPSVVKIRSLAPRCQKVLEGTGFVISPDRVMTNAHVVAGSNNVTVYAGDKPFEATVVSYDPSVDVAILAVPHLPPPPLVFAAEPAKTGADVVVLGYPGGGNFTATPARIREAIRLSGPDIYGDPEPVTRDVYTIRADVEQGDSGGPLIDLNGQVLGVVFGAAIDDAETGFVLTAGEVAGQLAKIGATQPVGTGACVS
Anthrax LF inh2 = inhibitors of Bacillus anthracis lethal factor protease. inhibition, % at 10 µM. P15917. multiplex microsphere protease cleavage assay, LF. hit rate 0.12% among 360,000; further: plate controls were buffer without enzyme for full effect and enzyme alone for no effect
PrPC surface inh = reduces human prion protein on the cell surface; P04156; cell surface PrPC, TR-FRET read-out; inhibition, % at 13.8 µM; hit rate 0.43% among 370,000; in the data active means inhibition above about 24%; further: 0% = median of the test wells and 100% = reference compound wells
BoNT F protease = blocks Botulinum neurotoxin F light chain protease; AID 588497; hit rate 0.22% among 360,000; inhibition, % at 10 µM; Multiplex microsphere protease cleavage assay, flow cytometry; in the data active means inhibition above about 35%, passing the limit was not always enough; inconclusive means no clear call, values can overlap the other calls; further: plate controls were buffer without enzyme for full effect and enzyme alone for no effect
MazF activator = MazEF (E. coli) toxin RNase activation | P0AE70 | FAM/BHQ RNA-DNA oligo cleavage fluorescence, 5 h | activation, % at 20 µM | hit rate 0.32% among 350,000 | AID 504720; in the data active means activation above about 50%
Target sequence (P0AE70 whole entry, looked up): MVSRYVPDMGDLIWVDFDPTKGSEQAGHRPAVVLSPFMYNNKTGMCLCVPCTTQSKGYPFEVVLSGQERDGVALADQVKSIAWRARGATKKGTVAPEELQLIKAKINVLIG
BoNT A protease = BoNT A light chain protease inhibition; multiplex microsphere protease substrate cleavage, flow cytometry; inhibition, % at 10 µM; hit rate 0.17% among 360,000; AID 588499; further: plate controls were buffer without enzyme for full effect and enzyme alone for no effect
CCHF vOTU inh = blocks the CCHF virus ovarian tumor domain protease; hit rate 0.55% among 370,000; CCHFV vOTU protease, Pep-AMC fluorescence; inhibition, % at 11.5 µM; in the data active means inhibition above about 30%; further: 0% = vehicle wells with enzyme and 100% = no enzyme wells
An asterisk follows results filed as active; u = inconclusive; x = no result given. Unless noted, no stated cut-off is given here; in the data, active means inhibition above about 30%; inconclusive means no clear call, values can overlap the other calls; inactive means below that. An excerpt; count on the stated rates, not on these rows.

SMILES | VHR inh abs | SARS 3CLpro inh | PriA SSB inh | Rv3671c protease | Anthrax LF inh2 | PrPC surface inh | BoNT F protease | MazF activator | BoNT A protease | CCHF vOTU inh
CC(Sc1nc2sc3c(c2c(=O)n1-c1ccccc1)CCCC3)C(=O)O (centres undefined) | 21 | 5 | 12 | 3 | -3 | -6 | 1 | -6 | 0.0 | 13
Cc1cc(C)n(C(C)CNS(=O)(=O)c2ccc(C)c(C)c2)n1 (centres undefined) | 26 | 1 | -4 | 2 | 2 | 9 | 1 | 4 | -0.5 | 11
O=C1CN(c2nc(-c3cccnc3)nc3sc4c(c23)CCCC4)CCN1 | 10 | 1 | 6 | -12 | -3 | 2 | 3 | -25 | 0.2 | -12
O=C(CSc1cc(Cl)ccc1Cl)NC1CCCc2ccccc21 (centres undefined) | 3 | 5 | -5 | -4 | 1 | -2 | 5 | 1 | -1.2 | 3
CN1CCN(CCCNC(=O)c2ccc3c(c2)N(Cc2ccc(F)cc2)CCS3)CC1 | 16 | 6 | 5 | -2 | -3 | -11 | -3 | 20 | 1.3 | -230
COC1CC(NC(C)=O)C(OC(=O)c2ccccc2)C(CBr)O1 (centres undefined) | x | x | x | x | 1 | 0 | -4 | 6 | 0.3 | -7
CSc1ccccc1C(=O)Nc1ccc(C)cc1C | 1 | -4 | -14 | 10 | 0 | 0 | -5 | 8 | -0.5 | 6
CCCCN1C[C@H](C)[C@@H](CC(=O)NC)C1=O | x | x | x | x | 0 | -5 | -4 | -4 | -0.5 | -8
O=C1CC(N2CCOCC2)C(=O)N1c1ccc2c(c1)OCO2 (centres undefined) | -2 | 1 | -21 | -6 | -2 | 0 | -8 | 7 | 0.7 | 4
Cc1cccc(OCc2nnc(SCC(=O)NCc3ccc4c(c3)OCO4)o2)c1 | x | x | x | x | 4 | 1 | 2 | 3 | 0.3 | 6
COc1ccc(N2CCN(C(=O)CSc3nnc(-c4cccnc4)n3-c3ccc(F)cc3)CC2)cc1 | 18 | -2 | 3 | 1 | -6 | 3 | 0 | 12 | u | -8
CC(C)C(=O)Nc1ccc2oc(=O)ccc2c1 | 10 | 2 | -1 | -3 | 0 | 5 | -4 | 10 | 0.7 | -14
c1csc(-c2cn3ccc4ccccc4c3n2)c1 | 6 | 6 | 2 | -6 | -1 | 6 | -1 | -10 | -1.0 | -26
Cc1cccc(C(=O)N[C@H](C(=O)Nc2ccc(C)c(S(=O)(=O)N(C)C)c2)C(C)C)c1 | 15 | 1 | -20 | 1 | -1 | -3 | 0 | -4 | 0.7 | 0
CC1CCCN(C(=O)C2(NC(=O)Nc3cccc(F)c3)CCCCC2)C1 (centres undefined) | 11 | 3 | -4 | -6 | -5 | 10 | -5 | -7 | -0.7 | 1
CN(C)C1(CNC(=O)c2cc(S(=O)(=O)N3CCOCC3)c(Cl)cc2Cl)CCCCC1 | x | x | 6 | 1 | 1 | -3 | -17 | 3 | -3.2 | -4
CCn1c2ccccc2c2cc(NC(=O)COC(=O)Cc3cn4ccsc4n3)ccc21 | -3 | -1 | 32 | x | -4 | -3 | 3 | -12 | 0.1 | 4
O=C(COC(=O)Cc1c[nH]c2ccccc12)Nc1cccc2ccccc12 | -4 | 4 | -2 | -2 | 1 | 3 | 0 | 0 | 0.1 | 0
O=C(O)Cc1nc(-c2cccnc2)sc1-c1ccc(Br)cc1 | 12 | 7 | 1 | 6 | 5 | 0 | 0 | -8 | 0.1 | -5
O=C(CCc1ccccc1O)N/N=C/c1ccc(Sc2cccc3cccnc23)o1 | 28 | 5 | x | -29 | -15 | -3 | -1 | -5 | 1.3 | 2
CC(Sc1nnc(-c2ccccc2F)n1C)C(=O)Nc1ccc(N2CCOCC2)cc1 (centres undefined) | x | x | x | x | -5 | 0 | 0 | 3 | -0.2 | 6
CC(=O)Nc1sc(N/N=C\c2ccccc2F)nc1-c1cccs1 | 21 | 3 | x | -9 | -4 | -3 | -7 | 12 | -0.2 | 16
CCOc1ccc(-c2c[n+]3c(n2-c2ccccc2)CCCCC3)cc1 | 24 | 6 | -9 | 3 | 0 | 19 | -4 | -11 | -0.6 | -3
O=[N+]([O-])c1ccc(Sc2n[nH]c(-c3ccco3)n2)nc1 | -13 | -1 | 6 | -4 | -2 | -20 | -8 | 2 | 0.9 | 3

Copied from the list:
O=C(O)Cc1nc(-c2cccnc2)sc1-c1ccc(Br)cc1 in MazF activator has -8
CC1CCCN(C(=O)C2(NC(=O)Nc3cccc(F)c3)CCCCC2)C1 (centres undefined) in BoNT A protease has -0.7
CN(C)C1(CNC(=O)c2cc(S(=O)(=O)N3CCOCC3)c(Cl)cc2Cl)CCCCC1 in CCHF vOTU inh has -4
CCn1c2ccccc2c2cc(NC(=O)COC(=O)Cc3cn4ccsc4n3)ccc21 in BoNT A protease has 0.1
O=C(COC(=O)Cc1c[nH]c2ccccc12)Nc1cccc2ccccc12 in MazF activator has 0
CC(=O)Nc1sc(N/N=C\c2ccccc2F)nc1-c1cccs1 in CCHF vOTU inh has 16

Remaining list, next part:
SMILES | VHR inh abs | SARS 3CLpro inh | PriA SSB inh | Rv3671c protease | Anthrax LF inh2 | PrPC surface inh | BoNT F protease | MazF activator | BoNT A protease | CCHF vOTU inh
O=S(=O)(Nc1ccc2cn[nH]c2c1)c1ccccc1 | 11 | 0 | -6 | -2 | -4 | 8 | -10 | 5 | -0.5 | 5
COc1ccc(S(=O)(=O)N2CCOC2CNC(=O)C(=O)NCC(C)C)cc1 (centres undefined) | 43 | 0 | -5 | -3 | 2 | 2 | -1 | 5 | -0.3 | -2
CN(C)c1cccc(C(=O)NCc2ccccc2)c1 | 24 | -1 | 9 | 3 | 4 | -4 | 2 | 2 | 1.1 | -11
Cc1nn(-c2ccccc2)c(N)c1Sc1ccccc1[N+](=O)[O-] | 10 | 3 | 26 | -1 | 2 | -26 | -5 | 2 | -0.3 | -1
Cc1ccn2c(CN3CCOCC3)c(-c3ccccc3)nc2c1 | 13 | 2 | -1 | 3 | -3 | -4 | -7 | 3 | -0.4 | 2
CC1CCN(C(=O)CN2C(=O)NC(C)(c3ccc4ccccc4c3)C2=O)CC1 (centres undefined) | x | x | 0 | 4 | -6 | 2 | 4 | 4 | -1.2 | 24
COCCNc1nnc(SCC(=O)NC(=O)c2ccccc2OC)s1 | -6 | 3 | -11 | 1 | 1 | -3 | 0 | 2 | -0.9 | -8
O=C1c2ccccc2C(Nc2ccc(F)c(Cl)c2)N1Cc1ccco1 (centres undefined) | -5 | 4 | 3 | 1 | -14 | -4 | -13 | -5 | -1.0 | 5
C=CCN1C(=O)NC(=O)/C(=C/c2ccc(N(C)C)c(Br)c2)C1=O | 11 | -4 | -3 | -33 | 2 | -1 | 0 | -31 | -0.8 | 9
COC(=O)CCC(=O)c1oc2ccccc2c1N | 8 | -4 | -3 | -3 | -4 | -1 | -11 | -3 | -0.9 | 7
COCCNC(=O)CCc1c(C)nc2c(-c3ccc(F)cc3)c(C)nn2c1C | 15 | 2 | -15 | -6 | -2 | -6 | -2 | -8 | 0.2 | 14
N#Cc1ccccc1OCC(=O)Nc1ccc2c(c1)OCCCO2 | -3 | 2 | -18 | -3 | -18 | -4 | -15 | 7 | -4.3 | 8

The final three records of the part above open the next one.
SMILES | VHR inh abs | SARS 3CLpro inh | PriA SSB inh | Rv3671c protease | Anthrax LF inh2 | PrPC surface inh | BoNT F protease | MazF activator | BoNT A protease | CCHF vOTU inh
COC(=O)CCC(=O)c1oc2ccccc2c1N | 8 | -4 | -3 | -3 | -4 | -1 | -11 | -3 | -0.9 | 7
COCCNC(=O)CCc1c(C)nc2c(-c3ccc(F)cc3)c(C)nn2c1C | 15 | 2 | -15 | -6 | -2 | -6 | -2 | -8 | 0.2 | 14
N#Cc1ccccc1OCC(=O)Nc1ccc2c(c1)OCCCO2 | -3 | 2 | -18 | -3 | -18 | -4 | -15 | 7 | -4.3 | 8
CN(Cc1ccc(C(C)(C)C)cc1)C(=O)C1CSC2(C)CCC(=O)N12 (centres undefined) | x | x | -2 | 0 | 3 | -2 | -1 | 5 | 0.4 | 5
Cc1ccccc1-c1nc(CS(=O)CC(=O)NCCN2CCOCC2)c(C)o1 (centres undefined) | 12 | -1 | -1 | -4 | -1 | 4 | 0 | -4 | -1.2 | 1
CCC1=C(OC(=O)N(CC)CC)N2C(=O)OC(=NCC(=O)OC)[C@]2(C)[C@H]2C1=CC[C@H]1C(=O)N(C)C(=O)[C@H]12 | 7 | x | -4 | -1 | -7 | 1 | 0 | 2 | -0.2 | -4
CCOc1ccc(N(CC(=O)NCCc2ccc(Cl)cc2)S(=O)(=O)c2c(C)[nH]c(=O)[nH]c2=O)cc1 | 27 | 4 | -2 | 6 | -7 | -4 | -5 | -4 | -1.7 | 16
O=C(CN(C(=O)CSc1nnc(COc2ccccc2)o1)c1ccc(F)cc1)NC1CCCC1 | 18 | -7 | -4 | 1 | 0 | 1 | 9 | 14 | 0.9 | 0
O=c1o[nH]c(-c2ccccc2)c1N=Nc1c(F)cccc1Cl | 31 | 8 | 3 | -9 | 7 | -4 | 0 | -10 | -2.6 | 1
COc1ccc(CCN(Cc2ccccn2)C(=S)Nc2ccccc2C)cc1OC | -2 | 3 | -4 | -2 | -3 | 0 | 5 | -2 | -0.6 | -9
Cc1cc(C)c(N2C(=O)CC(Sc3ccccc3N)C2=O)c(C)c1 (centres undefined) | x | x | x | x | 3 | 11 | -3 | -6 | -0.3 | 5
O=C(c1ccco1)N1CCCN(Cc2nc(-c3ccc4c(c3)OCO4)no2)CC1 | 13 | 0 | 4 | -5 | -1 | 2 | -7 | 6 | -0.7 | -8
O=C(Nc1cccc(Cl)c1)c1nc[nH]c1C(=O)NCCN(CCNC(=O)c1[nH]cnc1C(=O)Nc1cccc(Cl)c1)CCNC(=O)c1[nH]cnc1C(=O)Nc1cccc(Cl)c1 | x | x | -11 | -8 | -4 | 2 | -13 | -186 | -1.4 | -6
CCN(CC)CCCNC(=S)N1CCC(c2nc3ccccc3[nH]2)CC1 | 18 | -4 | 3 | -1 | -7 | -6 | u | -5 | 1.2 | -9
CN1CCN(c2ccccc2NC(=O)c2sc3ccccc3c2Cl)CC1 | 22 | -4 | 4 | -20 | -8 | 0 | -5 | 25 | -1.0 | 5
CCN1C(=O)C(CC(=O)Nc2ccc(OC)cc2)N(CCc2ccc(F)cc2)C1=S (centres undefined) | 5 | 7 | -7 | -5 | -2 | -1 | -4 | 0 | 0.1 | -3
COc1ccc(S(=O)(=O)Nc2cccc(-c3ccc4nncn4n3)c2)c(OC)c1 | x | x | -7 | -3 | 0 | 2 | -1 | 5 | -3.3 | -3
CC(=O)c1cccc(NC(=O)C2C3C=CC(C3)C2C(=O)O)c1 (centres undefined) | 7 | -1 | -7 | -10 | -9 | 6 | 2 | 0 | -0.9 | 2
Cc1ccc(C(=O)c2cc3ccccc3o2)cc1 | 16 | 3 | -30 | -2 | -2 | 6 | -24 | 13 | -0.4 | 1
Cc1ccc2oc(=O)cc(CN3CCOCC3)c2c1 | 19 | -1 | 0 | 4 | 2 | -3 | -2 | -10 | -0.2 | 12
